HUVEC inhibit: human endothelial cell proliferation inhibition; viability, % at 10 µM (by protocol); actives 1.1% (n = 86,000); HUVEC proliferation, CellTiter-Glo luminescence, 72 h; hits give low values; AID 648;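 active means viability at or below 30%; inactive means viability above 30%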;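 further: 100% = median luminescence of DMSO-only cell control wells on each plate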
Fibroblast inh: blocks proliferation of human lung fibroblasts. actives 1.1% (n = 85,000). viability, % at 10 µM. LL 47 human lung fibroblast viability, ATP luminescence; hits give low values. AID 719;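 active means viability at or below 50% in the single dose screen; inactive means viability above 50%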;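 further: compound exposure lasted 72 h before the ATP readout; 100% = median luminescence of untreated cell-only wells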
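Test system: LL 47 human lung fibroblasts; Quantity: 1,150 cells/well; Buffer or medium: IMEM plus 15% FBS; Dosing: tenfold compound dosing solution, DMSO at 0.1%; Timing: overnight cell rest, 72 h compound treatment at 37 °C; Detection: ATP-based CellTiter-Glo luminescent readout; Read-out basis: viability percentage against median untreated-cell control; Controls: cell-only wells, no compound.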
ERb coact inh: blocks coactivator binding to human estrogen receptor beta | Q92731 | TR-FRET ER-beta LBD / SRC1-Cy5 peptide binding; receptor agonist-loaded with 1 µM estradiol | inhibition, % at 25.6 µM | actives 1.3% (n = 86,000) | AID 633;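 active means compounds whose percent inhibition of the receptor-coactivator binding signal exceeds about 50% in the single-dose screen, limit read from the data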;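 further: 0% = receptor plus peptide wells without compound and 100% = peptide-only wells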
Smad3 inh: Smad3 (human) transcription factor binding inhibition. actives 0.29% (n = 88,000). AID 630. TR-FRET Smad3/Dy647-FoxH1 peptide binding, europium anti-His. inhibition, % at 25 µM. P84022;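 active means compounds that reduce the energy-transfer binding signal between the protein and its labelled peptide by more than half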;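 further: 0% = Smad3 plus labelled peptide maximal FRET and 100% = peptide-only background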
Target sequence (P84022 whole entry, looked up): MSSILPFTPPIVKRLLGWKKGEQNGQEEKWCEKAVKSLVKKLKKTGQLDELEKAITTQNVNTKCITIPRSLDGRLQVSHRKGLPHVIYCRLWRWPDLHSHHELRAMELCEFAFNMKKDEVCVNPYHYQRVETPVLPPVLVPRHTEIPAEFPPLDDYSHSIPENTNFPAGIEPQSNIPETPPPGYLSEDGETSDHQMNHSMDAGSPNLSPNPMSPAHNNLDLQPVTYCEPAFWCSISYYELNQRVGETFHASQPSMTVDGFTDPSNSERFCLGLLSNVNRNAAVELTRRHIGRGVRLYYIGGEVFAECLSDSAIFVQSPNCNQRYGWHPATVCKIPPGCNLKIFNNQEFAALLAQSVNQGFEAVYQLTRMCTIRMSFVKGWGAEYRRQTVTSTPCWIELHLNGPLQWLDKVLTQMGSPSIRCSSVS
sEH activator: soluble epoxide hydrolase (human) activation. P34913. purified human sEH enzymatic activity, activator screen. activation, % at 2 µM. actives 0.04% (n = 91,000); in the data active means activation above about 37%; further: values of inactives mirror those of a sister screen read the other way
ERa coact inh: blocks coactivator binding to human estrogen receptor alpha. TR-FRET ER-alpha LBD / SRC-1 peptide, estradiol-bound. AID 629. P03372. actives 1.7% (n = 86,000). inhibition, % at 25.6 µM; in the data active means inhibition above about 50%;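 further: 0% = receptor plus peptide control and 100% = peptide only without receptor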
Target sequence (P03372 whole entry, looked up, the tested form may be a part): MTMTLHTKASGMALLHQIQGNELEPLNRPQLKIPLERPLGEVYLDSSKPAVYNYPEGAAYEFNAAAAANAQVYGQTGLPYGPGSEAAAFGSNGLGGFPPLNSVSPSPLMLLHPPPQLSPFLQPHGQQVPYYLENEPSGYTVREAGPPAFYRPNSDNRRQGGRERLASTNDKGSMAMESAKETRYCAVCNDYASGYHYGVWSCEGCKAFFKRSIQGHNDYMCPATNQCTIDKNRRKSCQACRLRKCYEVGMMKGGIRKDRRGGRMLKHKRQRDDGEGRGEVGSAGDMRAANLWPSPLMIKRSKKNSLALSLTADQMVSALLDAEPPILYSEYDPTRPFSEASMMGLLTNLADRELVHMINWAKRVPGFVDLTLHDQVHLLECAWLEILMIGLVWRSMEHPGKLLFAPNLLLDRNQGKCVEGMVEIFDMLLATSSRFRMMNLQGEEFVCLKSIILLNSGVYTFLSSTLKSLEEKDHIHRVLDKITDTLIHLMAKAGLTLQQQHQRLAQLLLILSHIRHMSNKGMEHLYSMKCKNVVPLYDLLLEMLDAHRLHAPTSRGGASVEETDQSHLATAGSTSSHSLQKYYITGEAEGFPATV
ERa SRC1 pot: ER-alpha (human) coactivator binding potentiation. P03372. coactivator binding (% of control), % at 25.6 µM. actives 1.3% (n = 86,000). AID 639. TR-FRET ERalpha-LBD/SRC-Cy5 coactivator binding, 2 h; 100 = basal binding, no effect; in the data active means activity above about 200%;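 further: binding measured in presence of low estradiol as agonist stimulus; 0% = peptide alone without receptor and 100% = receptor with peptide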
Candida biofilm: kills Candida albicans biofilms. C. albicans biofilm + clotrimazole, Alamar Blue. inhibition, % at 6 µM. actives 0.14% (n = 85,000). AID 834;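 active means inhibition above 20%; inactive means inhibition below 20%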;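 further: preformed 24 hr biofilms exposed to compound for 48 hr; 0% = biofilm without compound and 100% = blank killed by clotrimazole plus chlorhexidine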
H69AR inhibit: blocks growth of human H69AR lung tumor cells; actives 6% (n = 85,000); H69AR lung tumor viability, ATP luminescence, 72 h; hits give low values; viability, % at 10 µM; AID 598;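 active means viability at or below 40%; inactive means viability above 40%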;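 further: multidrug resistant small cell line overexpressing MRP-1 efflux transporter; 100% = mean luminescence of untreated control wells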
The depositor's hits bear a star; x = no result given; & = joins results of further samples; [ ] = remark or other dose.

SMILES	HUVEC inhibit	Fibroblast inh	ERb coact inh	Smad3 inh	sEH activator	ERa coact inh	ERa SRC1 pot	Candida biofilm	H69AR inhibit
CN1CCc2c(C#N)c(N3CCCCC3)nc(NCc3ccccc3)c2C1	10.7*	67.4	-3.4	7.6	1.1	-4.5[fluorescence artefact?]	81.7	2.9	3.4*
COc1ccc(N2C(=O)CC(N3CCN(S(=O)(=O)c4c(F)cccc4F)CC3)C2=O)cc1OC (stereo not drawn)	96.3	103.2	13.5	-0.4	6.8	5.6	96.8	5.7	91.4
CCOc1cc(C)c(S(=O)(=O)Nc2ccc(Cl)cn2)cc1C	118.0	107.3	-4.0[fluorescence artefact?]	1.6[fluorescence artefact?]	x	2.4	128.4	5.7	99.0
O=S(=O)(c1ccc(F)cc1)N1CCN(c2ccccc2)CC1	89.7	96.4	-6.2	-11.5	-6.7	-6.4	77.4	3.8	76.6
O=C(COn1nnc2ccc(C(F)(F)F)cc21)Nc1nnc(-c2ccccc2)o1	82.0	95.2	10.6	5.1	20.1	-4.3	78.2	5.6	96.3
O=C1CCC(=O)N1OCCCOc1ccccc1	110.5	103.7	-21.3	-1.0	-12.6	-2.4	104.2	-1.4	97.7
Cc1occc1C(=O)Nc1cc(C(F)(F)F)ccc1Cl	93.8	109.4	6.0[fluorescence artefact?]	-3.1	-5.3	-6.7	83.9	-1.3	105.6
COc1cccc(C2=NOC(C(=O)Nc3cccnc3)C2)c1 (stereo not drawn)	110.2	102.1	-5.9	1.4	-1.0	-1.2	108.7	5.1	91.7
CC1CN(c2oc(-c3cccs3)nc2C#N)CC(C)O1 (stereo not drawn)	91.5	98.8	-15.5	10.8	17.4	-8.9	111.3	1.5	85.2
N#C/C(=N\O)c1nc(-c2ccccc2)cs1	94.0&85.3	103.4&92.8	4.0&-8.3	3.4&-8.6	1.8&6.4	-3.5&1.4	145.7&109.9	8.3&2.5	104.4&95.8
Cc1ccccc1-n1ccnc1SCC(=O)O	89.3	101.7	-2.5	-5.0	7.7	6.9	90.0	6.5	105.8
CCn1c(=O)c(C(=O)CN(C)Cc2cccc(OC)c2OC)c(N)n(Cc2ccccc2)c1=O	93.7	104.8	15.5	19.1	18.7	-5.2	98.1	-0.7	81.2
Cc1onc(-c2c(F)cccc2Cl)c1C(=O)N1CCCc2ccccc21	62.9	85.1	-12.3	2.0	8.6	-38.0	95.7	2.4	18.7*
COc1ccc(S(=O)(=O)N(CC(=O)NCc2ccco2)c2ccccc2)cc1OC	115.8	113.1	16.5	-1.5	-7.2	8.3	78.7	7.0	93.1
Cc1ccccc1N1CCN(c2ncnc3scc(-c4cccs4)c23)CC1	71.9	95.4	6.8	-6.9	-1.3	5.0	126.0[fluorescence artefact?]	6.3	41.9
COc1ccc(-c2cc(C(=O)Nc3c(C)nn(Cc4ccc(Cl)cc4)c3C)no2)cc1	41.9	54.3	6.0	-11.0	10.9	18.8	109.9[fluorescence artefact?]	-3.2	16.0*
CC(=O)N(CC(C)(C)CC=C(C)C)c1ccccc1	101.7	105.4	-8.4	7.5	x	-9.8	108.8	6.4	106.9
O=C(O)c1ccc(COc2ccc(Cl)cc2)o1	78.2	98.6	12.2[fluorescence artefact?]	23.6[fluorescence artefact?]	0.5	-5.5	79.8	4.1	86.8
CN1CCC2(CC1)NC(=O)NC2=O	100.0	95.5	4.9	14.8	16.7	-2.0	105.3	5.3	108.2
CCOC(=O)c1nn(-c2ccccc2)c(C#N)c1NC(=O)c1nn(CC)cc1Br	84.8	96.0	10.4	-14.6	15.5	7.4[fluorescence artefact?]	138.1	-1.9	68.7
CCOC(=O)C1=NN(N=O)C2(CC(=O)N(c3cc(C)cc(C)c3)C2=O)C1 (stereo not drawn)	101.5	98.1	-15.6	-15.6	0.4	-4.7	97.7	8.9	95.9
CNc1nc(C)nc(-n2nc(C)cc2C)n1	91.0	89.5	-5.2	-10.9	-0.8	-0.5	121.5	10.6	77.2
c1csc(-c2nnsc2-c2nc3ccccc3[nH]2)c1	86.1	86.7	-0.8	-6.9	x	2.7	89.7[fluorescence artefact?]	9.2	77.0
CCCn1c(SCC(=O)Nc2cc(Cl)ccc2OC)n[nH]c1=O	80.9	97.4	-9.2	-7.9	-16.2	-0.2	93.8	6.3	43.3
NC(=O)Nc1ccc(F)cc1	92.1	102.4	1.6[fluorescence artefact?]	-15.0	-2.5	2.7[fluorescence artefact?]	107.9	5.5	98.9

Results in Fibroblast inh (three entries from above):
| mol | Fibroblast inh |
| --- | --- |
| CC1CN(c2oc(-c3cccs3)nc2C#N)CC(C)O1 (stereo not drawn) | 98.8 |
| N#C/C(=N\O)c1nc(-c2ccccc2)cs1 | 103.4&92.8 |
| Cc1ccccc1-n1ccnc1SCC(=O)O | 101.7 |

New compounds follow
SMILES	HUVEC inhibit	Fibroblast inh	ERb coact inh	Smad3 inh	sEH activator	ERa coact inh	ERa SRC1 pot	Candida biofilm	H69AR inhibit
CCN1CCCc2cc(CN(CCN3CCOCC3)C(=O)Nc3ccc(C)c(C)c3)ccc21	94.3	87.7	11.6	3.4	-10.3	10.4	74.2[fluorescence artefact?]	-1.9	89.7
CCN1CCCC1CNS(=O)(=O)c1cc(Br)cc2c1N(C(=O)C1CC1)CC2 (stereo not drawn)	109.8	97.7	7.1	-2.2	x	-7.3	98.2	5.8	79.9
CCOC(=O)C1=C(c2ccccc2)Nc2ncnn2C1c1cc(OC)cc(OC)c1OC (stereo not drawn)	96.0	95.7	-9.1	4.6	x	-5.0	83.8	7.3	86.7
CNC(=O)C(Sc1nc(C)nc2c1oc1ccccc12)C(C)=O (stereo not drawn)	99.0	56.6	-5.7	23.9[fluorescence artefact?]	-0.3	-8.1	95.3[fluorescence artefact?]	5.6	52.6
CCCCC(=O)Nc1cccc(NC(=O)c2ccc(Br)o2)c1	81.7	102.7	-4.3	7.1	-11.0	6.9	126.7	3.7	75.6
C=CCc1ccc(OCCCOc2ccc(C)c(C)c2)c(OC)c1	107.9	99.0	-6.9	-8.2	10.5	0.3	112.2	3.1	100.8
CCOC(=O)C1(C)NC(c2cc(OC)c(OC)c(OC)c2)C2C(=O)N(CC)C(=O)C21 (stereo not drawn)	97.5	100.6	10.7	0.5	-6.3	-3.5	113.0	11.9	93.2
COC(=O)c1cc2ccsc2n1Cc1nc(-c2cccc(Cl)c2)oc1C	96.0	85.5	2.9	1.3	15.1	4.1	124.9	7.3	88.8
COC(=O)c1ccccc1NC(=O)n1cc(C)cn1	90.4	107.7	-1.1	1.4	x	-1.5	132.4	4.2	89.7
COC(=O)c1cc(COc2ccc3c4c(c(=O)oc3c2)CCC4)c(C)o1	105.0	111.8	2.2	11.2	4.3	2.2	125.0	-2.4	96.2
CCCc1cc(=O)n2c(nc3ccccc32)[nH]1	80.1	113.3	-29.8	9.6[fluorescence artefact?]	11.7	-20.6	92.8	4.9	74.7
CC(=O)C1(C)OC(N)=C(C#N)C(c2ccccc2)C1(C#N)C#N (stereo not drawn)	98.1	93.7	5.6	5.7	-8.8	1.9	113.3	5.2	37.6*
Cc1cc(C(=O)NCc2ccc(S(N)(=O)=O)cc2)cs1	83.5	89.5	-8.0	-2.0	-9.9	11.5	103.9	6.7	99.3
COC(=O)c1ccc(C2/C(=C(/O)c3ccc(OC)cc3)C(=O)C(=O)N2CC2CCCO2)cc1 (stereo not drawn)	93.8	96.9	-0.3	3.7	-3.8	-0.9	108.2	3.7	96.6
CCC(=O)n1nc(-c2ccc(OC)cc2)nc1N	88.9	95.1	-7.2	2.0	-8.1	-1.6	128.7	7.9	92.7
COc1cc(-c2c(C#N)c(N)nc3c2CCCC3)cc(OC)c1OC	78.4	85.0	-2.2	0.0	1.7	-2.4	113.4	7.6	66.9
CCOc1ccc(-c2nnn(CC(=O)Nc3cc(OC)ccc3OC)n2)cc1OCC	61.8	94.0	8.4	-3.7	5.3	-24.5[fluorescence artefact?]	115.5	4.1	97.2
Cn1cc(C(=O)N2CCc3ccccc3C2)c(=O)c2cc(S(=O)(=O)N3CCCCC3)ccc21	88.5	108.3	x	x	x	x	x	-3.4	89.1
CCN(CC)C(=O)Cn1cnc2sc(C(=O)N3CCN(c4ccc(OC)cc4)CC3)c(C)c2c1=O	100.7	99.3	5.2[fluorescence artefact?]	-4.4	6.8	-5.6	112.2	0.7	99.3
COCCn1nnnc1C(c1cc2ccc(OC)cc2[nH]c1=O)N1CCc2ccccc2C1 (stereo not drawn)	80.8	93.5	20.1	-0.8	14.2	3.8[fluorescence artefact?]	85.5[fluorescence artefact?]	0.8	75.3
C=CCn1c(Sc2ccccc2)nc2c1c(=O)[nH]c(=O)n2C	58.9	98.5	-16.4[fluorescence artefact?]	8.5	2.2	-9.2	104.7	4.7	86.1
CN(C)CCCNS(=O)(=O)c1ccc(N2CCC(c3ccc(Cl)cc3)=N2)cc1	3.2*	1.6*	12.2[fluorescence artefact?]	8.3	11.6	10.8	72.0[fluorescence artefact?]	-0.7	0.5*
CC1=C(C(N)=O)C(c2ccccn2)n2nc(SCc3ccccc3Cl)nc2N1 (stereo not drawn)	100.8	94.2	18.4[fluorescence artefact?]	-12.6[fluorescence artefact?]	-7.1	3.1	92.9	-0.2	98.3
Cc1ccc(OCCn2cc(C#N)c3ccccc32)cc1	82.0	89.0	30.3[fluorescence artefact?]	-7.3	-4.4	33.3	99.0	2.5	65.0
Cc1ccc(S(=O)(=O)N=C2SCCCS2)cc1	97.6	99.2	-0.5	-0.3	0.4	2.5	139.9	0.8	97.0
(cont.)
SMILES	HUVEC inhibit	Fibroblast inh	ERb coact inh	Smad3 inh	sEH activator	ERa coact inh	ERa SRC1 pot	Candida biofilm	H69AR inhibit
COc1ccc(OC)c(NC(=O)CS(=O)(=O)Cc2nc(-c3ccccc3C)oc2C)c1	83.2	98.6	11.0	9.1	-1.5	1.7	91.8[fluorescence artefact?]	2.5	85.2
COc1ccc(C2C(C#N)=C(/N=C/N3CCN(C)CC3)OC3=C2C(=O)CC(C)(C)C3)cc1OC (stereo not drawn)	84.1	109.0	-8.3[fluorescence artefact?]	13.0	-1.8	2.8	121.9	4.2	92.4
CC1CCN(C(=O)CSc2nc3c(cnn3-c3ccc(Cl)cc3)c(=O)[nH]2)CC1	75.3	101.9	1.9	4.0	x	5.8	145.4[fluorescence artefact?]	-0.7	71.6
CC(C)CNC(=O)c1c(N)n(/N=C/c2cccnc2)c2nc3ccccc3nc12	66.9	100.4	9.0[fluorescence artefact?]	-3.1	x	18.5[fluorescence artefact?]	110.5[fluorescence artefact?]	-2.0	45.8
CC1CCCC(NC(=O)c2ccc3c(c2)N(Cc2ccccc2)C(=O)CS3=O)C1C (stereo not drawn)	90.5	81.3	3.4	-3.6	x	-4.3	95.7	13.8	79.5
CC(=O)Nc1ccc(-c2nnc(SCc3ccccc3C#N)n2C)cc1	98.4	104.1	-5.4	14.9	0.0	1.9	117.4	1.6	94.1
Cn1c(=O)c2c(ncn2Cc2cccc(Cl)c2)n(C)c1=O	94.5	96.5	-11.0	-1.8	17.6	-5.6	101.7	10.0	97.6
Cc1cc(C)nc(SCC(=O)N/N=C/c2cccn2-c2ccc(O)cc2)n1	94.3	97.2	-8.4	-2.4	-0.3	-1.9	88.3	7.3	89.5

Assay outcomes from PubChem BioAssay.

An excerpt, so the mix of outcomes need not match the whole.
